CHT inh – inhibitors of human choline transporter CHT; 310,000 tested, 0.86% active; High affinity choline transporter 1 (Homo sapiens), Q9GZV3; CHT-expressing cells, membrane potential dye, choline response; hits give low values; B-score at 10 µM;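 active = B-score over 3 SD under the library average, and starting fluorescence ratio not unusually high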;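 also: choline stimulus applied at its EC90 after an EC20 pre-addition; B-score computed on integrated fluorescence ratio after choline addition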
Target sequence (Q9GZV3 whole entry, looked up): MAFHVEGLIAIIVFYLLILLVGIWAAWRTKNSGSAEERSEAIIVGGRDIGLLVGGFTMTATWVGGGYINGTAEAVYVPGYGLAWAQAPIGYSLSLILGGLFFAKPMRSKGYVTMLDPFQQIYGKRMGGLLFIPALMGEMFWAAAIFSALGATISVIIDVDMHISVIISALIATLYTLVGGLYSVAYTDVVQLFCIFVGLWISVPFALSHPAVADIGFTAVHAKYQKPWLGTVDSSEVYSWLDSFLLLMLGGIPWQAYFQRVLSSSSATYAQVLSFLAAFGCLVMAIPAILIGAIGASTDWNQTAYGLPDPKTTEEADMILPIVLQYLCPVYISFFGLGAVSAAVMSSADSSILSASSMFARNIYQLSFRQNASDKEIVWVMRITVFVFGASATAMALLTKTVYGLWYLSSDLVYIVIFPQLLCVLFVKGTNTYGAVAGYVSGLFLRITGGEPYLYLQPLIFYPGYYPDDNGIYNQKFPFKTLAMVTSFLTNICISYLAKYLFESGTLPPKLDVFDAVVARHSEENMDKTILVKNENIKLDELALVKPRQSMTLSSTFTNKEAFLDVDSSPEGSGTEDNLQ
STK33 kinase inh – inhibitors of purified STK33 kinase, primary screen, biochemical, ADP-Glo luminescence, homogeneous, cell-free; MBP phosphorylation; 320,000 tested, 0.073% active; Serine/threonine-protein kinase 33 (Homo sapiens), Q9BYT3; inhibition, % at 10 µM;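 active = inhibition at or above 25%, using the most active replicate where run in duplicate; inactive = inhibition below 25%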
Target sequence (Q9BYT3 whole entry, looked up): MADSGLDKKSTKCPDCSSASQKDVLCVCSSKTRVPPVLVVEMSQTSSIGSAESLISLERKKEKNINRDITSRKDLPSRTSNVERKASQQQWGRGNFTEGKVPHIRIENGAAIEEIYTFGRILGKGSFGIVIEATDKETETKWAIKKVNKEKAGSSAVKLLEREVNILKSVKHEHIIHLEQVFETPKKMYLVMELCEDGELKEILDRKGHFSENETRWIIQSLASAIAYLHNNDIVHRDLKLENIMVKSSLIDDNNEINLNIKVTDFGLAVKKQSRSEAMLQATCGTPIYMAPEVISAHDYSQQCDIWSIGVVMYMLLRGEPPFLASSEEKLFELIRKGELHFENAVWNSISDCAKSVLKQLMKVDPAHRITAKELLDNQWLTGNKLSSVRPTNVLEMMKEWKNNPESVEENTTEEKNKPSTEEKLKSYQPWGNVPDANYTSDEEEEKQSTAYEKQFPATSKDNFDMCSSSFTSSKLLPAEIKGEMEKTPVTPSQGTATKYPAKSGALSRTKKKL
CHT PAM – CHT positive allosteric modulators, primary screen, cell-based, membrane potential dye, choline EC20. 310,000 tested, 0.49% active. AID 488977, 2010. High affinity choline transporter 1 (Homo sapiens), Q9GZV3. CHT-expressing cells; hits give high values; LV-AA mutant CHT in HEK293 cells. B-score at 10 µM;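 active = initial fluorescence not abnormally high and integrated response B-score, plate-corrected, over 3 SD above library mean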
An asterisk follows results filed as active; i = inactive; nt = no result given. An unsorted share of the library; about 1.5% have a hit in one of these screens.

SMILES	CHT inh	STK33 kinase inh	CHT PAM
Cn1c(=O)[nH]c(=O)c2c1nc(N1CCCCCC1)n2CC(N)=O	i	-0.9	i
COc1ccnc(Oc2cccc(C(F)(F)F)c2)c1C(=O)N/C=N/OCc1ccccc1F	i	-0.9	i
CCSc1nc2sccc2c(=O)n1-c1ccccc1	i	-1.5	i
CCOC(=O)n1ccc(C(=O)Nc2ccccc2F)n1	i	-3.2	i
O=C(c1cccc(OCc2ccccc2)c1)N1CCOCC1	i	-1.3	i
CCC1CCCCN1C(=O)CCn1c(=O)oc2ccccc21 (stereo not drawn)	i	0.5	i
COc1cccc(/C(=N/O)C2CC2c2ccc(Cl)cc2)c1 (stereo not drawn)	i	-2.0	i
Cn1c(=O)c2c(nc(CO)n2C)n(C)c1=O	i	0.1	i
Cc1cccc(C)c1N(CC(=O)NN=C1CCCCCC1)S(C)(=O)=O	i	-1.6	i
Cn1nc2c3cc(F)ccc3n(Cc3ccc(F)cc3)cc-2c1=O	i	1.0	i
OCCN1CCN(C(=S)Nc2ccc(SC(F)F)cc2)CC1	i	-0.4	i
N=c1c(S(=O)(=O)c2ccc(Cl)cc2)cc2c(=O)n3ccccc3nc2n1CC1CCCO1 (stereo not drawn)	i	1.2	i
N#Cc1ccc(Oc2cccc3cccnc23)c([N+](=O)[O-])c1	i	0.6	i
O=C(c1ccoc1)N1CCCC(N2CCN(c3cccc(C(F)(F)F)c3)CC2)C1 (stereo not drawn)	i	-0.9	i
CCn1nnnc1SCC(=O)c1ccc(C)cc1C	i	-0.8	i
Cc1nnc2sc(SCC(=O)Nc3ccc(Br)cc3)nn2c1=O	i	-0.5	i
CCOC(=O)c1cc(-c2cccc([N+](=O)[O-])c2)n[nH]1	i	-1.5	i
O=C(O)c1ccc(N=Cc2c(O)ccc3oc4c(c23)CCCC4)cc1	i	46*	i
Cn1ncc(Cl)c1C(=O)NCc1ccco1	i	nt	i
COc1cccc(Oc2ccc(C(F)(F)F)cc2NC(=O)c2cccc(F)c2)c1	i	0.9	i
Cc1[nH]c2ccccc2c1C(=O)C(=O)N1CCN(c2cccc(Cl)c2)CC1	i	-0.3	i
O=[N+]([O-])c1cccc(/C=N\N=C2c3ccccc3-c3ccccc32)c1O	i	-0.1	i
O=C(NNC(=O)C12CC3CC(CC(C3)C1)C2)c1ccncc1	i	-0.4	i
CC(=O)SCC(C)C(=O)NCc1ccccc1 (stereo not drawn)	i	-1.2	i
CCN(CC)C(=O)c1sc(NC(=O)c2ccc(C)c([N+](=O)[O-])c2)c(C#N)c1C	i	-2.5	i
COc1ccc(OC)c(C2/C(=C(/O)c3cnn(-c4ccccc4)c3C)C(=O)C(=O)N2CCN(C)C)c1 (stereo not drawn)	i	-1.4	i
Cc1noc(C)c1S(=O)(=O)N1CCC(C(=O)Nc2ccc(Br)cc2)CC1	i	-1.0	i
CCOC(=O)C1(Cc2ccccc2)CCN(C2Cc3ccccc3C2)CC1	i	-1.7	i
CCCN(CCC)C(=S)Nc1cc(C(=O)OC)ccc1C(=O)OC	i	-1.5	i
COc1ccccc1C(=O)NC(=O)COC(=O)c1ncc(Cl)c(Cl)c1Cl	i	-0.7	i
CC(=O)Nc1ccc(S(=O)(=O)NNC(=O)C(=O)NNc2ccccn2)cc1	i	-0.9	i
COC(=O)/C(=N/Nc1ccccc1C)N1CCCc2ccccc21	i	-0.7	i
[N-]=C=C1C(=O)NC(=O)C([n+]2ccc(-c3ccncc3)cc2)C1c1ccccc1C(F)(F)F (stereo not drawn)	i	2.3	i
CSCCC(=O)Nc1ccc(C(C)=O)cc1	i	-0.1	i
O=C(C1CC1)N1CCC(c2nc(-c3ccc(S(=O)(=O)NCC4CCCO4)cc3)no2)CC1 (stereo not drawn)	i	-0.7	i
O=C(CCN1C(=O)/C(=C\c2cccs2)SC1=S)Nc1ccccn1	i	0.9	i
S=C(NC1CCCCC1)N1CCn2cccc2C1c1ccncc1 (stereo not drawn)	i	-2.2	i
O=C(O)CCC(=O)Nc1cccc(-c2nc3ccccc3o2)c1	i	7.1	i
CCCn1nc(NS(=O)(=O)c2cccc3nonc23)c2cc3cc(C)ccc3nc21	i	-0.1	i
CC(=O)Nc1ccc(N2C(=O)CSC2c2ccccc2[N+](=O)[O-])cc1 (stereo not drawn)	i	-0.1	i
Cc1ccc(S(=O)(=O)/N=C2/C=C(Sc3ncn[nH]3)C(=O)c3ccccc32)c(C)c1	i	0.8	i
CC1CCN(CC(=O)NCc2ccccc2)CC1	i	0.8	i
O=C(COc1ccc([N+](=O)[O-])cc1)NNC(=O)Nc1ccc([N+](=O)[O-])cc1	i	-0.8	i
CC(C)C(C)NC(=O)COc1nc2ccccc2nc1N(C)C1CCCCC1 (stereo not drawn)	i	-1.4	i
CCOc1ccc(Cl)cc1CNc1nnnn1CC	i	-0.7	i

Entries of single compounds from above. Order of screens: CHT inh, STK33 kinase inh, CHT PAM
CCOc1ccc(Cl)cc1CNc1nnnn1CC as listed: i, -0.7, i
Cn1c(=O)[nH]c(=O)c2c1nc(N1CCCCCC1)n2CC(N)=O as listed: i, -0.9, i
S=C(NC1CCCCC1)N1CCn2cccc2C1c1ccncc1 (stereo not drawn) as listed: i, -2.2, i
CC(=O)Nc1ccc(S(=O)(=O)NNC(=O)C(=O)NNc2ccccn2)cc1 as listed: i, -0.9, i
COc1cccc(Oc2ccc(C(F)(F)F)cc2NC(=O)c2cccc(F)c2)c1 as listed: i, 0.9, i

Later entries:
SMILES	CHT inh	STK33 kinase inh	CHT PAM
CCCC[C@@H]1CN=C(N)N1CCCC	i	-2.0	i
Cc1ccc(C(=O)COc2cc(O)c3c(=O)cc(-c4ccccc4)oc3c2)cc1	i	-0.1	i
COc1cccc(C(=O)NN/C(C)=C/C(=O)C(F)(F)C(F)(F)C(F)(F)F)c1	-8.4*	-0.2	i
COC(=O)c1cccc(C23CC4(C2)[C@H](CN(Cc2ccc(-c5ccccc5)cc2)[C@@H]4c2ccccc2)C3c2ccc(C(F)(F)F)cc2)c1 (stereo partly drawn)	i	-0.3	i
CCCCCNC(=O)c1ccc2c(=O)[nH]c3c(C(=O)NCC4CCCO4)sc(=S)n3c2c1 (stereo not drawn)	-7.8*	1.9	i
NC(=S)NN=C(Cc1ccccc1)Cc1ccccc1	i	-1.0	i
COCc1cc(CN2CCCC2)c(O)c2ncccc12	i	-2.7	i
Cc1cc(OCC(=O)NC2CC(C)(C)NC(C)(C)C2)c(C)cc1Br	i	-2.1	i
COc1cc2c(=O)n(CCC(=O)NCC3CCCO3)c(=O)n(CC(=O)Nc3ccc(C)cc3)c2cc1OC (stereo not drawn)	i	5.4	i
O=C(CSc1ccc2ccccc2n1)c1ccc2c(c1)OCO2	i	-1.6	i
Cc1cc(C)n(C(=O)c2cccc(S(=O)(=O)N3CCOCC3)c2)n1	i	-2.9	i
CC(C)Nc1nnc(SCC(=O)Nc2ccc3c(c2)C(=O)c2ccccc2C3=O)s1	i	1.0	i
COc1ccc(C)cc1NC(=O)CCNC(=O)Cn1cnc2ccccc2c1=O	i	-1.4	i
O=C(COC(=O)/C=C/c1cccs1)Nc1nc(-c2ccccc2)cs1	i	0.2	i
Nc1nnc(C(c2ccccc2)c2ccccc2)s1	i	-1.2	i

5 compounds from above, reduced to CHT inh.
molecule | CHT inh
COC(=O)c1cccc(C23CC4(C2)[C@H](CN(Cc2ccc(-c5ccccc5)cc2)[C@@H]4c2ccccc2)C3c2ccc(C(F)(F)F)cc2)c1 (stereo partly drawn) | i
CCCCCNC(=O)c1ccc2c(=O)[nH]c3c(C(=O)NCC4CCCO4)sc(=S)n3c2c1 (stereo not drawn) | -7.8*
NC(=S)NN=C(Cc1ccccc1)Cc1ccccc1 | i
COCc1cc(CN2CCCC2)c(O)c2ncccc12 | i
Cc1cc(OCC(=O)NC2CC(C)(C)NC(C)(C)C2)c(C)cc1Br | i

Next records
SMILES	CHT inh	STK33 kinase inh	CHT PAM
COc1cc(NC(=O)COc2cc(O)c3c(c2)OC(C)(C)CC3=O)cc(OC)c1	i	-1.0	i
Nn1c(SCC(=O)N2CCCc3ccccc32)nnc1-c1ccc(Cl)cc1	i	-0.8	i
CCOC(=O)c1ccc(NS(=O)(=O)c2ccc3c(c2)NC(=O)CCS3)cc1	-5.1*	0.3	i
COc1ccccc1C(=O)C1CCCN(C(=O)C2CCCC2)C1 (stereo not drawn)	i	0.5	i
O=C(CNC(=O)c1cccc(F)c1)N/N=C/c1cccc([N+](=O)[O-])c1	i	0.6	i
CC(C)C(=O)Nc1cccc(C(=O)N2CCCCC2C)c1 (stereo not drawn)	i	-2.1	i
CC(/C=N/Nc1nc2ccccc2[nH]1)=C\c1ccccc1	i	6.4	i
CCN(Cc1ccncc1)C(=O)c1ccc(Br)o1	i	0.1	i
Cc1[nH]c2ccccc2c1Cc1nnc(SCC(N)=O)o1	i	-0.8	i
CC(C)c1ccc(/C=N/NC(=O)CC(=O)NCc2ccccc2)cc1	i	-1.4	i
O=C(CNS(=O)(=O)c1ccccc1)N/N=C/c1ccc(O)cc1	i	0.5	i
O=C(OCC(=O)N1CCOCC1)c1ccccc1Cc1ccccc1	i	-0.3	i
COc1ccc(Cl)cc1C(=O)Nc1ccc(CN2CCCCC2)cc1	i	1.2	i
CC(C)C1=NN(C(=O)c2cccnc2)C(O)(C(F)(F)F)C1 (stereo not drawn)	i	-1.5	i
Cc1cccc(C)c1NC(=S)NC(=O)c1ccc(Br)o1	i	-0.5	i

Looked up by compound from the entries so far (four):
SMILES	CHT inh	STK33 kinase inh	CHT PAM
CC(C)C1=NN(C(=O)c2cccnc2)C(O)(C(F)(F)F)C1 (stereo not drawn)	i	-1.5	i
Cc1cccc(C)c1NC(=S)NC(=O)c1ccc(Br)o1	i	-0.5	i
COc1ccccc1C(=O)C1CCCN(C(=O)C2CCCC2)C1 (stereo not drawn)	i	0.5	i
CCN(Cc1ccncc1)C(=O)c1ccc(Br)o1	i	0.1	i

Continued:
SMILES	CHT inh	STK33 kinase inh	CHT PAM
Cc1ccc2cc([N+](=O)[O-])ccc2n1	i	-0.7	i
CCOC(=O)c1c(NC(=O)C(C)N2CCN(C(=O)c3ccco3)CC2)sc2c1CCCC2 (stereo not drawn)	i	0.7	i
N#C/C(=C/c1ccccc1)c1nn(CCO)c(N)c1C#N	i	-0.1	i
CCOC(=O)CSc1ncnc2c1cnn2-c1ccc(C)cc1	i	0.6	i
COc1ccc(-c2noc(CCCOc3ccccc3)n2)cc1OC	i	-0.3	i
COc1ccc2c(c1[N+](=O)[O-])CCC/C2=N/OC(=O)c1cccc2ccccc12	i	-4.4	i
COc1ccc(/C=N/NC(=S)Nc2ccccc2)cc1COc1ccc(F)cc1F	i	-0.4	i
Cn1c(N)c(C(=O)Nc2cccc(Cl)c2)c(=O)n(C)c1=O	i	-1.0	i
O=C(/C=C/c1ccc([N+](=O)[O-])cc1)N1CCN(S(=O)(=O)c2cccs2)CC1	i	-0.9	i
O=C1N=c2ccccc2=C1c1sc(=S)n(Cc2ccccc2Cl)c1O	i	-0.1	i
CN(CC(=O)O/N=C(\N)c1ccccn1)S(=O)(=O)c1ccccc1	i	-3.2	i
CC(C)=CCN1CCN(Cc2cnc(C)s2)CC1CCO (stereo not drawn)	i	-2.1	i
COCC(C)N1CCC(Oc2ccc(C(=O)NCc3ccccn3)cc2)CC1 (stereo not drawn)	i	-0.7	i
COc1cc(C2=NOC(C(=O)Nc3c(C)n(C)n(-c4ccccc4)c3=O)C2)cc(OC)c1OC (stereo not drawn)	i	-0.4	i
CCOC(=O)C1=C(C)Nc2nc(SCC)nn2C1c1ccc(OC)cc1 (stereo not drawn)	i	-2.8	i
CCOC(=O)N1CCN(C(=O)CNC(=O)c2nn(-c3ccc(OC)cc3OC)c(=O)c3ccccc23)CC1	i	0.2	i
CCN1C(=C(C#N)C#N)C=Cc2cc(C)ccc21	i	0.0	i
CC1(C)C=Cc2c(c3ccccc3[nH]c2=O)O1	i	0.6	i
COc1cccc(C(=O)O/N=C(\N)c2ccccn2)c1	i	37*	i
O=C(COc1ccccc1)NCCSCc1ccc(Cl)cc1	i	-2.6	i
O=S(=O)(N/N=C\c1cccc(F)c1)c1ccccc1	i	-1.0	i
COc1cc2c(cc1OC)C(NC(=O)c1ccc(C)cc1)CC2=O (stereo not drawn)	i	0.4	i
CC(C)C1Cc2c(sc3ncnc(NN)c23)CO1 (stereo not drawn)	i	-0.7	i
C[C@@H]1NC(=O)[C@H](CCCN=C(N)N)NC(=O)c2cc([N+](=O)[O-])cc(I)c2NCCC[C@@H](C(N)=O)NC1=O	i	1.2	i
CC(C)(C)NC(=O)C1Cc2ccccc2CN1C(=O)Nc1cccc(Cl)c1 (stereo not drawn)	i	-2.0	i
COC(=O)CCCCC1SCC(NC(=O)c2ccccc2)C1OC(C)=O (stereo not drawn)	i	-1.0	i
Cc1nnc(SCC(=O)Nc2ccc(S(=O)(=O)Nc3ccc(Cl)nn3)cc2)s1	i	0.3	i
CN1C(=O)/C(=C/c2ccccc2OCc2ccc(C(=O)O)cc2)NC1=S	i	-1.6	i
CC1CCN(CCCNC(=O)CCNC(=O)Cn2cnc3ccccc3c2=O)CC1	i	0.2	i
CCCOc1ccc(CC(=O)NCCc2ccccc2)cc1OC	i	-0.6	i
CCCOc1ccc(/C=C/c2[nH]c(=O)[nH]c(=O)c2[N+](=O)[O-])cc1OCC	i	-1.2	i
Cc1cc(C(=O)NNC(=O)/C=C/c2ccccc2Cl)c(C)o1	i	-2.3	i
CC(C)(C)c1ccc(Oc2cccc(C3CC(=O)C(C4NCCc5ccccc54)C(=O)C3n3cncn3)c2)cc1 (stereo not drawn)	i	-1.2	i
O=C(COC(=O)c1cncc(Br)c1)NC1CCCC1	i	0.7	i
Cc1ccc(C2C3CSCC=C3C(C#N)=C(N)C2(C#N)C#N)cc1 (stereo not drawn)	i	0.4	i
